# Screening results: PubChem BioAssay, several laboratories
# ADAM17 inh – ADAM17 inhibitors, primary screen, biochemical, QFRET. inhibition, % at 6.95 µM. 0.83% of 370,000 active. recombinant ADAM17, EDANS/DABCYL FRET peptide cleavage;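 active means inhibition above the mean of compounds lying between control limits plus 3 SD, set per campaign, cut at about 8.5% in these data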;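 further: 0% = DMSO-only wells as the low control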
# Target sequence (P78536 215-824 limits assumed): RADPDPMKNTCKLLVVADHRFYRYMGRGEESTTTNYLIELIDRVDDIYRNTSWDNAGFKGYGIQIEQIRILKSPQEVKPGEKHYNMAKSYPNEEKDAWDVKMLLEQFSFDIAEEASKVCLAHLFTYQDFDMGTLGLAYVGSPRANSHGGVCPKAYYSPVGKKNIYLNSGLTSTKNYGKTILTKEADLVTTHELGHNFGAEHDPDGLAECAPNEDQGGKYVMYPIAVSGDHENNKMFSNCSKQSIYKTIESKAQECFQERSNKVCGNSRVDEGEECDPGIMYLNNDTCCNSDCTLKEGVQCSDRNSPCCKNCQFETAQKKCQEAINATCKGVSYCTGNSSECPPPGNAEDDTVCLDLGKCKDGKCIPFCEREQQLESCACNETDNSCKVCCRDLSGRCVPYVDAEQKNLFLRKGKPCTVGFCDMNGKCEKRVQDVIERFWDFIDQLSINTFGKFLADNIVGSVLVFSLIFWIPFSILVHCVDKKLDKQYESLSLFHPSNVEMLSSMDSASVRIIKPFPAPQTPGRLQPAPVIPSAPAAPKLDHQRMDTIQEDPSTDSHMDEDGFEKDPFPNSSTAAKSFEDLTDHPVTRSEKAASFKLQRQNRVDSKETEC
# ADAM10 inh – human ADAM10 inhibitors, primary screen, biochemical, QFRET, HTS; Disintegrin and metalloproteinase domain-containing protein 10 (Homo sapiens), O14672; inhibition, % at 7 µM; 0.62% of 370,000 active; AID 720582, 2013; recombinant ADAM10, EDANS/DABCYL FRET peptide cleavage, 3 h;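 active means inhibition above a per-campaign cutoff equal to the mean of compounds falling between control-based bounds plus 3 SD, cut at about 20% in these data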;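 further: 0% = DMSO wells while the 100% control is not disclosed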
# DAX1 inh-1 – DAX1 (NR0B1) inhibitors, primary screen, cell-based, HEK293, Gal4-DAX1, luciferase luminescence. HEK293 Gal4-DAX1 luciferase reporter. inhibition, % at 6.75 µM. 0.99% of 340,000 active. AID 504766, 2011;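 active means inhibition above the mean over all tested compounds plus 3 SD, cut at about 4.2% in these data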;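 further: 0% = DAX1-transfected cells with DMSO and 100% = empty-vector control cells with DMSO; inhibition shows as a rise in luminescence from relieved DAX1 repression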
# Target sequence (P51843 207-470 limits assumed): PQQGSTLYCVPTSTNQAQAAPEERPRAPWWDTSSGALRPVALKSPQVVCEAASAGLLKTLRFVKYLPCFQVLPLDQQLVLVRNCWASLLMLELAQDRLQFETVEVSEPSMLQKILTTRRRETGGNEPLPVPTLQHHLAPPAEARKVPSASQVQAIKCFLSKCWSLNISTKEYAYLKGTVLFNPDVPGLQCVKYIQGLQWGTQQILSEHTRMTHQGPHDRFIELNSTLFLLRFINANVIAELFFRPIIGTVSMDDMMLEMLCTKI
# PG9 binder – binders of HIV-1 gp120 antibody PG9, primary screen, biochemical, TR-FRET; HIV-1 gp120 / PG9 antibody interaction; TR-FRET gp120-PG9 antibody binding; inhibition, % at 6.7 µM; 0.43% of 360,000 active; AID 624416, 2012; in the data active means inhibition above about 8.5%
# DAX1 inh-2 – DAX1 (NR0B1) inhibitors on StAR promoter, primary screen, cell-based, luminescence, SF-1 (NR5A1), full-length DAX-1 | HEK293T StAR-luciferase reporter, SF-1/DAX-1 repression relief | 1.1% of 370,000 active | AID 652010, 2013 | inhibition, % at 6.8 µM;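 active means inhibition above the mean over all tested compounds plus 3 SD, cut at about 3.6% in these data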;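 further: 0% = DAX-1 cells with DMSO and 100% = cells lacking DAX-1 with DMSO; higher inhibition means more luminescence from relief of DAX-1 repression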
# GC-A act – GC-A stimulated cGMP production enhancers – HEK293 GC-A cells, cGMP TR-FRET, EC30 ANP, primary screen | 0.14% of 370,000 active | activation, % at 10 µM | AID 1671463, 2021 | 0% at EC30 ANP, 100% saturating ANP; in the data active means activation above about 40%
# hcDAF-12 act – H. contortus DAF-12 nuclear receptor activators, primary screen, cell-based, luminescence, HEK293, lit1-tk-luc reporter. HEK293 hcDAF-12 lit1-tk-luc reporter; 0% DMSO, 100% Δ7-dafachronic acid. activation, % at 6.8 µM. 1.4% of 370,000 active;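 active means activation above the mean of all tested compounds plus 3 SD, cut at about 5.5% in these data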;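 further: 100% = response to 3 µM Δ7-dafachronic acid high control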
# hgDAF-12 ag – H. glycines DAF-12 receptor agonists, primary screen, cell-based, luminescence, HEK293, GAL4 fusion, UAS-luciferase; HEK293 GAL4-hgDAF12 UAS-luciferase reporter, agonist luminescence; normalized to butyrate control; 1.8% of 370,000 active; Nuclear hormone receptor DAF-12 (Heterodera glycines), GAL4 fusion; activation, % at 6.8 µM;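 active means activation above a cutoff set at the mean of all screened compounds plus 3 SD, cut at about 10% in these data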;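 further: 0% = DMSO wells and 100% = sodium butyrate wells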
# SMARCA2 activ – SMARCA2 (BRM) function activators, primary screen, cell-based, luminescence, high throughput | MG213 cells, MMTV-luciferase reporter, dexamethasone, overnight | 1% of 370,000 active | activation, % at 9.1 µM | AID 652017, 2013; in the data active means activation above about 7.8%;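 further: 0% = vehicle wells and 100% = reference activator wells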
# ssDAF12 agonist – S. stercoralis DAF-12 nuclear receptor activators, primary screen, cell-based, luminescence, HEK293, GRIP1 co-expression, lit1-tk-luc; Nuclear hormone receptor DAF-12 (Strongyloides stercoralis); HEK293 ssDAF-12/GRIP1 lit1-tk-luc reporter; % of 3 µM dafachronic acid response; activation, % at 6.8 µM; 1% of 370,000 active; AID 652126, 2013;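 active means activation above the mean over all tested compounds plus 3 SD, cut at about 0.9% in these data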;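 further: 0% = DMSO-only wells and 100% = 3 µM delta7-dafachronic acid wells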
# GAA850 FXN act – FXN promoter activators, primary screen, cell-based, luciferase luminescence, HEK293 lucGAA850; HEK293 lucGAA850 FXN promoter luciferase reporter, 24 h; percent of 10 µM SAHA response; activation, % at 6 µM; 0.56% of 360,000 active; AID 540364, 2011;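 active means activation above the average of all compounds screened plus 3 SD, cutoff fixed separately per campaign, cut at about 7.5% in these data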;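 further: 0% = DMSO wells and 100% = 10 µM SAHA wells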
# Numbers without * were called inactive; . = no result given.
SMILES,ADAM17 inh,ADAM10 inh,DAX1 inh-1,PG9 binder,DAX1 inh-2,GC-A act,hcDAF-12 act,hgDAF-12 ag,SMARCA2 activ,ssDAF12 agonist,GAA850 FXN act
CC1(C(=O)OCC(=O)Nc2cc(S(=O)(=O)N3CCOCC3)ccc2Cl)CC1(Cl)Cl (stereo not drawn),-3,-3,0.6,-1.1,-2.1,1,-1.7,-2.7,-5,-1.6,0.7
CCOCCCNC(=O)CCC(=O)NNc1nc2ccccc2c2nc(-c3ccccc3)nn12,0,2,-0.5,-1.5,0.0,-4,1.9,0.7,0,-0.7,-0.5
O=C(N/N=C/c1cc(O)ccc1Br)c1cccnc1,-11,-42,-4.7,-1.2,-2.0,0,-3.2,-8.2,-3,-1.8,-6.4
COc1cc(Cl)c(C)cc1NC(=O)CC1SC(N2CCOCC2)=NC1=O (stereo not drawn),-2,-6,0.5,-0.8,-1.5,-5,-0.4,-0.7,1,-2.0,-0.2
CCOCCCNC(=O)c1cc2c(-c3ccc(Cl)cc3)nn(C)c2s1,-55,-235,-1.6,-0.8,-1.1,8,4.7,1.6,-2,-1.3,-2.0
O=C(NCc1cccnc1)c1ccc2c(=O)n(CCCN3CCCC3=O)c(=S)[nH]c2c1,-5,-2,0.7,1.3,-0.2,4,-1.2,-1.1,0,-1.0,0.6
CCN(CC)C(=O)c1ncn2c1C(=O)NC[C@H]2C,1,-11,.,-0.9,-0.5,2,-2.3,4.1,-3,-0.6,.
COc1cccc(CC(=O)OCC(=O)NCCc2ccc(F)cc2)c1,-6,-4,0.1,1.4,-0.1,2,-0.7,-0.6,-3,-1.4,0.2
Cc1ccc(NC(=S)NNC(=O)c2ccc(N3CCOCC3)c([N+](=O)[O-])c2)cc1Cl,7,21*,0.5,0.0,-0.3,1,-0.8,-1.6,1,-1.8,2.4
CC1CCCCC1NC(=O)COC(=O)CN1C(=O)c2ccccc2C1=O (stereo not drawn),-2,-2,0.8,-0.9,-1.3,-6,-0.1,0.6,-2,-1.6,-0.2
COc1ccc2[nH]c3c(c2c1)CCN[C@]31C(=O)N(Cc2cn(Cc3ccccc3)nn2)c2ccccc21,4,9,.,.,0.4,-3,-0.8,2.6,-3,-0.4,.
Cc1cc(C(=O)NCc2ccc3c(c2)OCO3)ccc1[N+](=O)[O-],-2,1,1.8,-1.4,-0.3,-2,-1.7,2.1,0,-1.6,0.8
COc1cc(CN(C(=S)NCC(=O)N2CCCC2)C2CCCC2)cc(OC)c1OC,-3,0,0.1,0.2,1.3,-5,-1.1,6.0,1,-1.7,-0.1
O=C(NC(Cc1ccccc1)C(=O)O)/C(=C\c1ccc([N+](=O)[O-])cc1)NC(=O)c1ccco1 (stereo not drawn),0,-5,-0.2,-2.2,-0.4,-1,-1.2,2.9,3,-0.5,2.6
COc1ccc(OC)c(NC(=O)CSc2nc3scc(C)c3c(=O)[nH]2)c1,-4,4,1.5,0.0,0.1,-3,-0.5,-0.1,-3,-0.8,-0.1
COCCCNC(=O)c1ccc2c(=O)n(CC3CCCO3)c(=S)[nH]c2c1 (stereo not drawn),1,-1,0.4,-1.2,-0.3,0,0.4,-1.9,-3,-1.4,-2.3
COc1cc(/C=N/Nc2snc(SC)c2C#N)ccc1O,-7,-31,-2.9,-3.9,-3.1,-9,2.9,3.0,-2,-0.5,-3.7
O=C(Nc1ccc(-n2cnnn2)cc1)C1CCCN1C(=O)Nc1ccc(Br)cc1 (stereo not drawn),-3,1,-1.1,2.5,-0.5,-4,-3.1,0.9,-4,-1.8,-1.0
Cc1ccc(N(CC(=O)NC(C)c2ccccc2)S(=O)(=O)c2c(C)n[nH]c2C)cc1 (stereo not drawn),-7,4,-0.3,0.1,-0.4,-2,-1.2,-0.6,-1,-1.5,1.4
COc1ccc(NS(=O)(=O)c2ccc(/C=C/C(=O)O)cc2)cc1S(=O)(=O)N1CCOCC1,-3,7,-0.2,-0.4,0.7,-3,2.1,3.3,-2,-0.9,-0.1
CCOc1ccc(NS(=O)(=O)c2ccc(C(=O)NCCCN3CCOCC3)cc2)cc1,0,4,0.1,3.1,-0.7,3,0.2,-1.1,0,-0.7,3.0
CN(CC(=O)Nc1c(Cl)cccc1Cl)C(=O)CCNS(=O)(=O)c1ccccc1C(F)(F)F,-2,-8,0.5,-0.8,0.5,3,0.0,-0.5,-2,-0.7,-0.4
COc1ccc(Cl)cc1NC(=O)CN1CCN(C(=O)N2CCOCC2)CC1,-4,-3,0.5,1.7,0.7,0,-0.5,-1.2,-2,-0.9,0.7
CSc1nc(O)c(C2OC(=O)c3ccccc32)c(=O)[nH]1 (stereo not drawn),-5,0,-0.2,1.4,-0.5,-2,-0.8,3.4,-3,-1.2,2.1
CCOC(=O)C1=C(C)N=C2SC(C(=O)OC)=CC(=O)N2C1c1cccc(OC)c1 (stereo not drawn),-3,4,0.7,2.7,0.8,5,-1.4,1.6,-2,-1.2,-0.8
# Continuation.
SMILES,ADAM17 inh,ADAM10 inh,DAX1 inh-1,PG9 binder,DAX1 inh-2,GC-A act,hcDAF-12 act,hgDAF-12 ag,SMARCA2 activ,ssDAF12 agonist,GAA850 FXN act
Cc1cccc(NC(=O)CSc2ccc(C(N)=O)cc2[N+](=O)[O-])c1C,-2,-6,-0.9,-1.4,0.5,9,0.1,-1.3,5,-0.9,-0.3
CCN(CC)CCC(c1cc(OC)c(OC)c(OC)c1)c1c(O)cc(OC)cc1OC (stereo not drawn),-1,3,2.6,-0.2,-0.3,-3,-1.8,-0.1,0,-0.8,0.4
Cc1ccc2nc(NC(=O)CN(C)S(=O)(=O)c3cccc4nsnc34)sc2c1,0,11,-0.9,-4.5,-0.1,4,0.1,3.6,-3,-0.7,-1.9
CCC(=O)c1cc2c(C)cc(=O)oc2c(C)c1O,-8,-24,1.8,0.4,0.9,8,0.1,1.6,-2,-1.1,-1.9
Cc1ccsc1C(=O)N(C)CC(=O)Nc1ccccc1Br,1,1,-0.4,0.4,0.8,1,-1.0,0.0,-3,-1.1,0.4
O=C(COC(=O)Cc1cccc(C(F)(F)F)c1)Nc1ccc2c(c1)OCCO2,0,7,1.2,-1.0,0.5,3,0.3,5.1,0,-0.4,0.9
COc1ccc(C2N(Cc3ccccc3)CCN2Cc2ccccc2)cc1[N+](=O)[O-],5,9,-1.6,-3.7,-0.5,-8,-0.4,1.2,-4,-1.3,1.4
COC(=O)c1cc(-c2ccc(-c3ccccc3)c(F)c2)c(=O)n2c1CCC2,-9,-26,.,.,0.1,3,-1.0,0.3,0,-1.0,.
COc1ccccc1OCC(=O)NCC1CCCCC1,2,9,0.0,-0.1,-0.4,1,-2.2,0.5,-1,-0.8,-0.1
C[C@H](NC(=O)C1CC(=O)N(c2ccc3c(c2)OCCO3)C1)C(=O)N1CCCCC1 (stereo partly drawn),-4,-11,0.2,0.0,0.5,1,-1.1,-0.3,0,-1.2,-0.3
O=C(Nc1ccc(C(=O)N2CCN(c3ccncc3)CC2)cc1)c1ccc(Br)o1,1,-3,.,-2.1,0.4,1,-0.2,1.4,7,-0.8,.
CN(C)S(=O)(=O)N1CCN(C(=O)c2ccccc2)CC1,-3,-5,0.6,2.6,0.5,-6,-0.7,-3.9,-3,-2.0,-3.6
Cc1ccc(NC(=O)Cc2sc(C)nc2-c2ccc(C)cc2)cc1,-4,-8,-1.2,1.9,-0.9,2,-1.6,2.5,-3,-1.2,0.4
CCN(CC)S(=O)(=O)c1cc(C(=O)Nc2ccc(Cl)cn2)ccc1C,-2,-5,-0.3,0.4,1.3,9,1.8,8.1,4,-0.4,3.2
O=C(O)CC(Cc1ccc(Cl)cc1)C(=O)Nc1ccccc1 (stereo not drawn),-2,14,-1.1,0.3,0.0,2,-1.3,-3.2,0,-0.6,0.5
COc1ccccc1C(=O)N/C(=C\c1ccccc1)C(=O)NCc1ccco1,-5,9,0.6,1.4,-0.5,-11,0.2,-0.3,2,-0.6,0.1
CN(C)S(=O)(=O)c1cc(NC(=O)CSc2ncc(C(F)(F)F)cc2Cl)ccc1Cl,-3,0,-0.2,-0.2,0.1,-3,-1.1,3.3,0,-1.3,0.3
CS(=O)(=O)c1ccc(Cl)c(NC(=O)CSc2nc3ccccc3c(=O)n2Cc2ccco2)c1,-1,3,-1.3,-2.9,-0.1,-13,-0.3,0.0,1,-1.8,2.3

# Another view of 7 compounds above:
# The line under a structure holds: ADAM17 inh, ADAM10 inh, DAX1 inh-1, PG9 binder, DAX1 inh-2, GC-A act, hcDAF-12 act, hgDAF-12 ag, SMARCA2 activ, ssDAF12 agonist, GAA850 FXN act
COc1cc(CN(C(=S)NCC(=O)N2CCCC2)C2CCCC2)cc(OC)c1OC
 : -3, 0, 0.1, 0.2, 1.3, -5, -1.1, 6.0, 1, -1.7, -0.1
O=C(NC(Cc1ccccc1)C(=O)O)/C(=C\c1ccc([N+](=O)[O-])cc1)NC(=O)c1ccco1 (stereo not drawn)
 : 0, -5, -0.2, -2.2, -0.4, -1, -1.2, 2.9, 3, -0.5, 2.6
COc1ccc(OC)c(NC(=O)CSc2nc3scc(C)c3c(=O)[nH]2)c1
 : -4, 4, 1.5, 0.0, 0.1, -3, -0.5, -0.1, -3, -0.8, -0.1
COCCCNC(=O)c1ccc2c(=O)n(CC3CCCO3)c(=S)[nH]c2c1 (stereo not drawn)
 : 1, -1, 0.4, -1.2, -0.3, 0, 0.4, -1.9, -3, -1.4, -2.3
COc1cc(/C=N/Nc2snc(SC)c2C#N)ccc1O
 : -7, -31, -2.9, -3.9, -3.1, -9, 2.9, 3.0, -2, -0.5, -3.7
O=C(Nc1ccc(-n2cnnn2)cc1)C1CCCN1C(=O)Nc1ccc(Br)cc1 (stereo not drawn)
 : -3, 1, -1.1, 2.5, -0.5, -4, -3.1, 0.9, -4, -1.8, -1.0
Cc1ccc(N(CC(=O)NC(C)c2ccccc2)S(=O)(=O)c2c(C)n[nH]c2C)cc1 (stereo not drawn)
 : -7, 4, -0.3, 0.1, -0.4, -2, -1.2, -0.6, -1, -1.5, 1.4
